Bioassay records: PubChem, National Center for Advancing Translational Sciences (NCATS)
TSHR antag: blocks TSH signaling through the human TSH receptor; P16473; TSHR-expressing cells, TSH-stimulated cAMP HTRF, 2 h; active compounds read low; activity change, negative = inhibition, % at 11.5 µM; hit rate 0.2% among 330,000; AID 504810;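 active = activity change below a set negative limit, meaning inhibition stronger than a set level, cut at about -70% in these data; inconclusive = activity change between two set negative limits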; also: % is scaled to controls: 0 for no effect and ±100 for the full control effect
Target sequence (P16473 whole entry, looked up): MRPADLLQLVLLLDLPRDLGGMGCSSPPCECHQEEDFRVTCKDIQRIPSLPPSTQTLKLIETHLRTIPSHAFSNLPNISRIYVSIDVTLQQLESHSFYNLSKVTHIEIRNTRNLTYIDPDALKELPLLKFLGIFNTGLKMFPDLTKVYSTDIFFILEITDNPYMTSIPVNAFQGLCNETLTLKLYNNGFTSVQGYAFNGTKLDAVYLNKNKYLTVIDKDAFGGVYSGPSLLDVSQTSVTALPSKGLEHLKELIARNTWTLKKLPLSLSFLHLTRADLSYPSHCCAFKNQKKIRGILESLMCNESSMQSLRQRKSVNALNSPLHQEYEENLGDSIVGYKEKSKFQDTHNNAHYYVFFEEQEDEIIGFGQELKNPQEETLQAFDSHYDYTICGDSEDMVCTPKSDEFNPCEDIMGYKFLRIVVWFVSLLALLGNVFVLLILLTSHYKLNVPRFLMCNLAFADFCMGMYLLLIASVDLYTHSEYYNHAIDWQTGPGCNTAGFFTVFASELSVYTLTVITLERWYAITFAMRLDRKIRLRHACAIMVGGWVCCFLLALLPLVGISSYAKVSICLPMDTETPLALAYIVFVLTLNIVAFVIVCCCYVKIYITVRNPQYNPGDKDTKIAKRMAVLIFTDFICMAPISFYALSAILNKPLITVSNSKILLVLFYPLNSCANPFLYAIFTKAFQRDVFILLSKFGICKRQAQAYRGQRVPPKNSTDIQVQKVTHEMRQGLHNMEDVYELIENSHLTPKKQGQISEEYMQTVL
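Freshly harvested TSHR cells receive pin-tooled compound, then EC80 TSH at 4nM final. After 2 hours at 37 deg C, antibody in lysis buffer and cAMP-d2 are added; 30 minutes at ambient temperature precede the HTRF read.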
Menin-MLL TR inh: inhibitors of human menin-MLL interaction, mutant MLL peptide. O00255. Menin + Texas Red MLL mutant peptide, fluorescence polarization. Potency, µM (top dose mostly 61.6 µM), for inactives: at the top dose FP activity change, negative = inhibition, actives largely listed as inhibitors. hit rate 0.23% among 270,000. AID 1768; active = well fitted inhibition curve with a large enough effect in the polarisation, with a control signal flat, not every such curve was filed as active; inconclusive = small, poorly fitted or top-dose-only effect, or effect the other way, or a change in a side signal; inactive = no such curve, though single readings can be large or run the other way; the % refers to the polarisation; also: potency is read from the fitted curve at half-maximal effect; % of control where 0% means no effect; many of its hits are not listed in these tables
a7 integrin act: integrin-mediated muscular dystrophy alleviation activation | AID 624291 | Potency, µM (highest dose often 38.3 µM), for inactives: at the highest dose activation, actives largely listed as activators | hit rate 0.064% among 350,000 | alpha7betagal myoblasts, beta-gal FDG fluorescence, 48 h;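 also: potency is read from the fitted curve at half-maximal effect; 100% = response of the positive control SU9516; nearly all actives have a fitted effect of over 60% in size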
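Alpha7betagal+/- myoblasts (passage 13) were plated 16-24 hr, then exposed to compounds (1:260 dilution of DMSO stock) for 48 hours at 37C. After MPER lysis, β-galactosidase reporter activity was read as FDG fluorescence (ex 480/em 540) after 30 minutes.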
TCR activator: activates T cell receptor signaling. 330,000 tested, under 10 active. AID 504894. primary human leukocytes, anti-CD3, IL-2 HTRF, 48 h. Potency, µM (series often up to 9.22 µM), without a hit: at the highest dose activation of IL-2 secretion, hits mostly activators; also: % of control where 0% means no effect
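HTRF read-out of IL-2 secretion: europium cryptate donor excited at 320nm, d2 acceptor emission at 665nm. Cells were primary human leukocytes incubated 48 hr with compounds and a-CD3 beads, supplying TCR signal only.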
Mito fusion yeast: inhibitors of mitochondrial division or activators of mitochondrial fusion; hit rate 0.23% among 320,000; AID 485298; S. cerevisiae fusion-defective mutant growth rescue, CellTiterGlo 48 h; Potency, µM (top dose mostly 46.1 µM), for the others: at the top dose growth rescue (activation), actives largely listed as activators;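 also: potency is read from the fitted curve at half-maximal effect; % of control where 0% means no effect; nearly all actives have a fitted effect of over 45% in size; temperature-sensitive fusion mutants such as fzo1-1 at 37 °C on non-fermentable ethanol glycerol medium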
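Read-out: ATP-based luminescence (CellTiterGlo, 10 min ambient) reporting growth of fusion-defective ts yeast after 48 hours at 37C on glycerol/ethanol YPEG medium in the presence of compound.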
S-ASM inh: human S-ASM enzyme inhibition. P17405. placental ASM, HMU-PC fluorogenic substrate, 60 min. Potency, µM (titrated, usually from 57.5 µM), without a hit: at the top dose activity change, negative = inhibition, usual class: inhibitors. hit rate 0.006% among 340,000. AID 504937; also: potency is read from the fitted curve at half-maximal effect
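HMU-PC0 cleavage (9 uM final) by human placental ASM, 60 min at 37 °C following 10 min compound exposure at RT; stopped at pH 10, fluorescence Ex 386/Em 447 nm.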
TSG101-PTAP inh: blocks PTAP/TSG101 interaction to inhibit HIV-1 budding; Potency, µM (doses to about 115 µM), for the others: at the top dose activity change, negative = inhibition, hits mostly inhibitors; Q99816; Fluorescence polarization, FITC-PTAP peptide / Tsg101 binding; AID 493005; 340,000 tested, under 10 active; active = well fitted inhibition curve with a large enough effect in the main read-out, with a control signal flat, not every such curve was filed as active; inconclusive = small, poorly fitted or top-dose-only effect, or effect the other way, or a change in a side signal; inactive = no such curve, though single readings can be large or run the other way; also: potency is read from the fitted curve at half-maximal effect; % of control where 0% means no effect
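FP read-out: FITC-PTAP peptide, 50 nM final, binding Tsg101 binding domain, 10 uM final; 20 min, r.t.; 10 mM HEPES pH 7.5, 0.15 M NaCl, 0.01% Tween 20, 3 mM EDTA, 0.1 mM TCEP.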
CXXC DNA block: inhibitors of human MLL CXXC domain-DNA interaction | Q03164 | MLL-CXXC / FITC-HOXA9 DNA fluorescence polarization | Potency, µM (top dose mostly 115 µM), for the others: at the top dose activity change, negative = inhibition, hits mostly inhibitors | hit rate 0.037% among 290,000 | AID 2662; active = well fitted inhibition curve with a large enough effect in the polarisation, with a control signal flat, not every such curve was filed as active; inconclusive = small, poorly fitted or top-dose-only effect, or effect the other way, or a change in a side signal; inactive = no such curve, though single readings can be large or run the other way; the % refers to the polarisation; also: potency is read from the fitted curve at half-maximal effect
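Steps: dispense CXXC domain solution (7 uM) → pin compounds or unlabeled HOX-A9 DNA control → 5 min ambient → add FLSN-HOX-A9 solution (50 nM) → spin → 30 min ambient → fluorescence polarization. Tris pH 7.5/NaCl/DTT/BSA buffer.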
A-T KAP1 phos: potential ataxia-telangiectasia treatment; […] A-T fibroblasts, KAP-1 phosphorylation AlphaLISA; neocarzinostatin DNA damage 30 min before lysis; Potency, µM (titrated, usually from 57.5 µM), for inactives: at the top dose activation, usual class: activators; hit rate 0.19% among 320,000; AID 485349; also: potency is read from the fitted curve at half-maximal effect; % of control where 0% means no effect; nearly all actives have a fitted effect of over 45% in size
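hTERT-immortalized A-T patient fibroblasts ([…]), 500 cells/well in OPTI-MEM, 1% FBS, got compounds for 60 min, then NCS for 30 min at 37C. Lysates were then assayed for phospho-KAP-1 by AlphaLISA (anti-pKAP1 donor, anti-KAP1 acceptor beads), 6 hr at 25C.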
MBNL1 CUG block: MBNL1-poly(CUG) RNA binding inhibition; TR-FRET MBNL1-His/biotin-(CUG)12 binding, 665/545 ratio; hit rate 0.036% among 280,000; Q9NR56; Potency, µM (series often up to 57.5 µM), for the others: at the top dose activity change, negative = inhibition, most hits filed as inhibitors; AID 2675; active = well fitted inhibition curve with a large enough effect in the signal ratio, with a control signal flat, not every such curve was filed as active; inconclusive = small, poorly fitted or top-dose-only effect, or effect the other way, or a change in a side signal; inactive = no such curve, though single readings can be large or run the other way; the % refers to the signal ratio; also: potency is read from the fitted curve at half-maximal effect; % is scaled to controls: 0 for no effect and ±100 for the full control effect
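His-tagged MBNL1 binding to biotinylated (CUG)12 RNA was measured by TR-FRET using terbium anti-His antibody (0.055 ng/ul final) and streptavidin-XL665 (5 nM final). Compounds were titrated 92 nM to 58 uM; 60 min at room temperature.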
Active calls of the source: *; i = inactive; ? = inconclusive; . = not tested or not shown; [ ] = dose if it differs, or a comment. Unless noted, calls follow the shape of the dose curve; as a rule, active = well fitted curve in the direction sought with a large enough effect; inconclusive = small, poorly fitted or top-dose-only effect, or another doubt; inactive = no such curve, though single readings can be large; an effect the other way counts as inactive or inconclusive. This is a subset, so the mix of outcomes need not match the whole.

SMILES	TSHR antag	Menin-MLL TR inh	a7 integrin act	TCR activator	Mito fusion yeast	S-ASM inh	TSG101-PTAP inh	CXXC DNA block	A-T KAP1 phos	MBNL1 CUG block
Nc1ccc(-c2cc3ccccc3c(=O)o2)cc1	-23	.	-11%	-45%	.	84%[activator]	-1%	.	5%	.
CCN(CC)c1ccc(/C=N/NC(=O)C(O)c2ccccc2)cc1 (stereo not drawn)	2	-15%	-2%	-15%	-2%	479%[activator]	1%	8%	1%	?
CCN(CC)CC(=O)c1c[nH]c2ccc(C)cc12	6	0%	-28%	0%	-1%	2%	0%	-2%	-5%	-1%
COCCN(CCOC)Cc1c(O)ccc2c3c(c(=O)oc12)CCC3	2	-12%	24%	3%	-5%	i	-6%	2%	16%	37%[activator]
Cc1onc(-c2ccccc2)c1C(=O)NC1CCC(C)CC1 (stereo not drawn)	5	.	-5%	0%	11%	7%	-5%	.	8%	.
Cc1cccc(N/N=C2/COC(C)(C)CC2=O)c1	-5	-1%	-1%	-2%[46.1 µM]	1%	-5%	1%	-10%	0%	12%
N#CC1C(=O)NC(N2CCN(c3ccccc3)CC2)=NC12CCCCC2 (stereo not drawn)	-4	-16%	0%	-4%	-6%	2%	-4%	4%	6%	-10%
Cc1cccc(NC(=O)NC2CCCCCCC2)c1	-3	.	-10%	-7%	-4%	0%	-4%	-2%	10%	-1%
COCCCNc1c2c3c(cccc3[nH]c1=O)C(=O)c1ccccc1-2	-2	32µM*	-60%[inhibitor]	-2%	0%	0%	?	?	13%	?
CN(C)S(=O)(=O)c1ccc(N2CCCC2)c(C(=O)NNC(=O)c2ccc(F)cc2)c1	.	.	21%	.	2%	-1%	-11%	.	?	.
NC(=O)c1ccccc1NC(=S)NC(=O)c1ccc(Br)o1	2	2%	20%	0%[46.1 µM]	-1%	-3%	-2%	0%	-1%	-11%
CN(C)c1ccc(C(C(=O)NCC2CCCO2)N(Cc2ccccc2)C(=O)c2snc(C(N)=O)c2N)cc1 (stereo not drawn)	13	.	?	2%	-6%	0%	-7%	1%	-9%	?
CCCn1c(SCC(=O)N2CCCCC2)nnc1-c1ccccn1	-1	-4%	.	.	-1%	.	.	-3%	3%	.
CCN(CC)c1ccc(C(=C2C=CC(=[N+](CC)CC)C=C2)c2ccc(S(=O)(=O)O)cc2S(=O)(=O)[O-])cc1	.	.	-1%	17%	.	-8%	-1%	.	.	.
CCN1C(=O)c2ccccc2Sc2ccc(C(=O)NCCCN(CC(C)C)CC(C)C)cc21	2	?	-1%	-4%	-9%	1%	-6%	-3%	17%	-8%
CCN1Cc2c(/C=C/c3ccccc3)nc3ccc(OC)cc3c2N(c2cccc(Cl)c2)C1	-9	2%	-27%	-1%	-41%[inhibitor]	68%[activator]	-5%	-4%	-3%	10%
CCCCC(=O)Nc1ccc(N2CCN(C(=O)CC)CC2)cc1	-2	-18%	-4%	.	1%	-2%	-3%	1%	-3%	0%
COCCn1c(=NC(=O)c2ccc(S(=O)(=O)N3CCc4ccccc4C3)cc2)sc2cc(OC)ccc21	4	2%	0%	2%[46.1 µM]	0%	206%[activator]	1%	-8%	19%	-8%
Cc1cccc(N2CCN(C3=NC(=O)C(Cc4ccccc4)S3)CC2)c1 (stereo not drawn)	-5	?	-12%	-4%[46.1 µM]	15%	0%	-4%	-9%	-1%	-15%
COCCCNC(=S)N(Cc1cccnc1)Cc1ccc(OC)c(OC)c1	11	4%	18%	-3%[46.1 µM]	-3%	-3%	-1%	1%	3%	7%
CC(C)C(=O)NC(=S)N(Cc1ccccc1)Cc1ccccc1	23	12%	-13%	1%[46.1 µM]	12%	10%	2%	3%	-2%	-17%
CCOC(=O)C1=C(C)NC(=O)NC1c1cc(C)sc1C (stereo not drawn)	1	6%	4%	4%	-7%	2%	-2%	6%	-2%	1%
O=C1CS(=O)CN1c1ccc(Oc2ccccc2)cc1 (stereo not drawn)	1	2%	-33%[inhibitor]	-4%	1%	4%	0%	0%	6%	-4%
CCOc1ccc(CCNC(=O)COC(=O)c2cccc(S(=O)(=O)N3CCCCC3)c2)cc1OCC	13	.	-4%	3%	2%	7%	0%	.	-11%	.
C[C@H]1CN([C@@H](C)CO)C(=O)c2cc(NC(=O)c3ccncc3)ccc2O[C@H]1CN(C)Cc1ccc(C(=O)O)cc1	-7	.	-9%	-8%	.	11%	-2%	.	3%	.
O=C1COc2ccc(C(=O)CSc3nnc(NCc4ccccc4)s3)cc2N1	-4	.	9%	-6%	5%	-3%	-5%	-1%	13%	2%
COc1ccccc1C(=O)N/N=C/c1c[nH]c2ccccc12	-5	-1%	7%	6%	7%	9%	-5%	9%	6%	13%
Cc1ccc(C)c(OCCCC(=O)Nc2ccccc2C(N)=O)c1	6	?	7%	-2%	1%	6%	-1%	5%	5%	-8%
COc1ccc(C)cc1NC(=O)COC(=O)c1ccc([N+](=O)[O-])o1	-6	0%	-9%	3%	-6%	-1%	-2%	8%	2%	?
Brc1cccc(-c2cnco2)c1	-2	33%[activator]	?	0%	2%	3%	-1%	3%	4%	5%
Oc1cccc(Oc2ncc(C(F)(F)F)cc2Cl)c1	-15	10%	?	-4%	18%	0%	-4%	5%	1%	11%
COc1cc(CNn2c(C)n[nH]c2=S)cc(Br)c1OCC(=O)NC(C)(C)C	-7	15%	1%	0%	-1%	-5%	-1%	-6%	10%	2%
C[C@H](NC(=O)[C@@H]1Cc2ccccc2CN1C(=O)OC(C)(C)C)C(=O)NC1CCCCC1	-6	-2%	15%	2%	2%	1%	-3%	13%	8%	-1%
CCOC(=O)c1c(CSc2ccc(CC)cc2)oc2ccc(O)c(CN(C)C)c12	1	?	-64%[inhibitor]	-2%	-78%[inhibitor]	-17%	-1%	37%[activator]	5%	-3%
CC(=O)C(C(c1ccccc1)N1CCOCC1)N1CCOCC1 (stereo not drawn)	.	.	-24%	-5%	.	2%	-4%	.	.	.
Clc1ccccc1OCc1nc(-c2ccc(Br)o2)no1	-21	?	7%	-26%	3%	-9%	-10%	-5%	0%	-1%
CS(=O)(=O)c1ccc(Cl)c(NC(=O)COC(=O)C23CC4CC(CC(C4)C2)C3)c1	-8	.	?	1%	?	69%	-3%	.	11%	.
COc1ccc(O)c(C(=O)CC(=O)c2ccccc2)c1	4	?	.	.	2%	.	.	46%[activator]	1%	1%
CC1CCCCN1CCCNC(=O)Cn1ncc2c([nH]c3ccccc32)c1=O (stereo not drawn)	23	4%	-3%	1%	18%	4%	1%	0%	-4%	3%
Cc1ccc(/C=N/NC(=O)CN2CCN(S(=O)(=O)c3ccc(Br)cc3)CC2)s1	4	1%	6%	6%[46.1 µM]	-5%	-1%	0%	-7%	3%	.
COc1ccc(C(c2c(C)n(C)n(-c3ccccc3)c2=O)c2c(C)n(C)n(-c3ccccc3)c2=O)cc1OC	-1	10%	-12%	-3%	0%	4%	-9%	2%	-9%	9%
CCOc1ccc(N2C(=O)CC(N3CCN(C(=O)c4ccco4)CC3)C2=O)cc1 (stereo not drawn)	31	-7%	2%	34%	-9%	0%	-2%	-2%	-1%	9%
CC(=O)c1c(NCc2ccccc2)nc(=O)n(-c2ccccc2)c1C	5	-1%	0%	-5%	-2%	1%	0%	2%	-1%	8%
Cc1cc(S(=O)(=O)N2CCCCCC2)c(Cl)cc1Cl	-2	.	-2%	.	-10%	-2%	-2%	7%	7%	2%
NC(=O)c1nn(-c2ccccc2)nc1NC(=O)Cn1nnc(-c2ccccc2)n1	-2	?	-15%	-4%[46.1 µM]	0%	2%	0%	33%[activator]	9%	-13%
Cc1onc(-c2ccccc2)c1C(=O)N(Cc1ccco1)Cc1cccs1	-4	12%	-39%	5%	-3%	14%	-5%	0%	2%	-6%
Cc1ccc(NC(=O)C(C)OC(=O)CCN=C2NS(=O)(=O)c3ccccc32)cc1 (stereo not drawn)	-1	.	11%	2%	-4%	2%	-2%	.	2%	.
N=c1c(S(=O)(=O)c2ccccc2)cc2c(=O)n3ccccc3nc2n1CC1CCCO1 (stereo not drawn)	0	7%	-7%	4%	2%	134%[activator]	-5%	-5%	-3%	?
CCc1ccc2nc(N(CCCN(C)C)C(=O)c3ccc(C(=O)c4ccccc4)cc3)sc2c1	-4	.	-69%[inhibitor]	0%	-26%	-15%	1%	3%	17%	9%
